Bioassay records deposited in PubChem by Sanford-Burnham Center for Chemical Genomics.
MPTP inh: blocks calcium-induced mitochondrial swelling. isolated mouse mitochondria, Ca2+ swelling absorbance, 30 min. inhibition, % at 10 µM. 360,000 compounds, 1.4% hits. AID 602449;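 active means inhibition of 50% or more, scaled per plate between neutral and stimulator controls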;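 further: 0% = DMSO wells given calcium and 100% = 1 mM EGTA wells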
Gli-Sufu antag: blocks Gli-Sufu signaling in a luciferase reporter | Sufu-KO-LIGHT fibroblasts, Gli luciferase reporter luminescence | inhibition, % at 5 µM | 340,000 compounds, 0.74% hits | AID 588413;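 active means inhibition above about 55%, limit read from the data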;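 further: 0% = DMSO-treated cells and 100% = wells with medium but no cells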
EBI2 antag: EBI2 (human) antagonism. inhibition, % at 5 µM. 360,000 compounds, 0.81% hits. AID 651636. EBI2 beta-arrestin recruitment, luminescence, 7a,25-OHC stimulated. P32249; in the data active means inhibition above about 38%;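 further: enzyme fragment complementation signal reports receptor beta-arrestin coupling in cells; 0% = agonist plus DMSO wells and 100% = wells without agonist; some results beyond the cut were filed as inactive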
A3G deaminase: APOBEC3G (human) deaminase inhibition | Q9HC16 | recombinant A3G, ssDNA deamination FAM/TAMRA fluorescence | AID 493012 | inhibition, % at 20 µM | 330,000 compounds, 0.28% hits;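 active means inhibition of at least 40% at 20 µM, with no more than 30% in the related APOBEC3A deaminase screen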;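 further: plate controls were DMSO wells with A3G for no effect and wells lacking A3G enzyme for full effect; some compounds called inactive have numbers as strong as hits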
GRIN3A LBD mod: modulates the human NR3A ligand-binding domain; NR3A LBD differential scanning fluorimetry, Tm shift; 0% = protein alone, 100% = glycine-bound protein; Tm shift relative to glycine control, % at 25 µM; 340,000 compounds, 2.5% hits; AID 1259313;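 active means melting temperature shift of at least 10% of the positive control shift, at one fixed dose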
CCR6 antagonist: antagonists of human CCR6 receptor | 340,000 compounds, 0.49% hits | inhibition, % at 20 µM | CHO-K1 CCR6 PathHunter beta-arrestin, luminescence, CCL20-stimulated;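 active means compounds whose inhibition of the agonist-driven luminescence signal at 20 µM reaches about 50%, limit read from the data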;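 further: cells stimulated with CCL20 at 14 nM final; plate controls were DMSO with CCL20 for no effect and DMSO without agonist for full effect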
Target sequence (P51684 whole entry, looked up): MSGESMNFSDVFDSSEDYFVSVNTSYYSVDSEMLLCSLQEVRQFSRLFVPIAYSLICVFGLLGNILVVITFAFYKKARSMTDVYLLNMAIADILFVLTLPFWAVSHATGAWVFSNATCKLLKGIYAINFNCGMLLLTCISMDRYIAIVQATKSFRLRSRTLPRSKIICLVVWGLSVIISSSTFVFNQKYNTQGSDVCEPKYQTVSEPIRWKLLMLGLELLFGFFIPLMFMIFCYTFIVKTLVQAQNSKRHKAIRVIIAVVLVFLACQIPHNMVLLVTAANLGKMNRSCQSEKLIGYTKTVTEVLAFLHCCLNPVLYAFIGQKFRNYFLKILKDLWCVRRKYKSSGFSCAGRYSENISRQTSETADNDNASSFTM
APOBEC3A inh: blocks human APOBEC3A ssDNA deamination | P31941 | recombinant A3A, FAM/TAMRA ssDNA deamination fluorescence | inhibition, % at 20 µM | 330,000 compounds, 0.41% hits;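 active means at least 40% inhibition at 20 µM here, with at most 30% in a related deaminase screen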;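 further: plate controls were A3A with DMSO for no effect and wells lacking A3A enzyme for full effect; some results filed as inactive read as strong as hits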
Target sequence (P31941 whole entry, looked up): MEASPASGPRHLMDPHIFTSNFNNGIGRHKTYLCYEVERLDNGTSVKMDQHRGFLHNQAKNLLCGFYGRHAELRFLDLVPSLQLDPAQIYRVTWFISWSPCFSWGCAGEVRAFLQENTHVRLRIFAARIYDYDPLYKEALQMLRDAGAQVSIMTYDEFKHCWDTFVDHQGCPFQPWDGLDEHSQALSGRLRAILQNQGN
CXCR6 block: CXCR6 (human) receptor inhibition; CHO-K1 PathHunter CXCR6 beta-arrestin, luminescence; 360,000 compounds, 0.36% hits; AID 602244; O00574; inhibition, % at 20 µM; in the data active means inhibition above about 34%, passing the limit was not always enough;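 further: antagonist mode with CXCL16 agonist at 10 nM final; 0% = 10 nM CXCL16 with DMSO and 100% = unstimulated wells without agonist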
Target sequence (O00574 whole entry, looked up): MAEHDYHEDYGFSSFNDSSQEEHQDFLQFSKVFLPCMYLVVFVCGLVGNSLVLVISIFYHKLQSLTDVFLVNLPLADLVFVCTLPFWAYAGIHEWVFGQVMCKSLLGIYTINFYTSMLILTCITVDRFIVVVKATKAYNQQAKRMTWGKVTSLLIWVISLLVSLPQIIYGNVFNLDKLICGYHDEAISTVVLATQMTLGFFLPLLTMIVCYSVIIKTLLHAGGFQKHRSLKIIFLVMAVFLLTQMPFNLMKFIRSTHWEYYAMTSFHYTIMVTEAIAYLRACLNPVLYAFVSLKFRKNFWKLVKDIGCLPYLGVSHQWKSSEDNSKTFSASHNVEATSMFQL
* = called active by the depositor; · = not tested or not shown.

SMILES	MPTP inh	Gli-Sufu antag	EBI2 antag	A3G deaminase	GRIN3A LBD mod	CCR6 antagonist	APOBEC3A inh	CXCR6 block
Cc1cc(C)n(-c2nc3ccccc3nc2N2CCN(C(=O)c3ccc(Cl)cc3)CC2)n1	1.4	3.2	33.1	-2.9	-1.0	7.0	-0.9	1.1
COc1ccc(-n2nc(C(=O)NCC(=O)N3CCN(c4ccc(F)cc4)CC3)c3ccccc3c2=O)c(OC)c1	-0.9	-15.6	3.0	-5.7	-3.0	11.0	-2.1	10.4
Cc1nn(CC(=O)NCc2cccnc2)c(C)c1[N+](=O)[O-]	1.0	-6.6	-5.3	4.5	0.7	-1.5	3.0	-1.0
COc1ccc(OC)c(COC(=O)c2cc([N+](=O)[O-])ccc2N2CCOCC2)c1	0.9	-18.5	9.8	-7.5	-2.9	13.8	0.0	1.8
Cc1cc(NC(=O)c2ccccc2F)on1	0.5	-25.8	-6.1	-5.6	-2.4	-10.4	-2.5	-0.8
Cn1nc(C(=O)OCc2ccc(F)cc2)c2ccccc2c1=O	0.2	8.8	-9.6	-4.5	-0.3	15.0	-8.0	7.7
O=C(N/N=C/c1cccs1)c1cccc(S(=O)(=O)Nc2ccc(Cl)cc2)c1	10.2	-6.5	4.2	-2.7	28.1*	3.4	-1.6	-0.1
COC(=O)/C(C#N)=C/c1c(N2CCCCCC2)nc2ccccn2c1=O	-0.1	·	1.8	-3.1	1.2	19.6	-1.9	-2.4
O=C(Nc1ccccc1)/C(=C\c1cccs1)NC(=O)c1ccccc1	-15.3	4.1	-14.5	-3.8	-2.2	2.9	1.8	-1.8
COc1ccc(C(=O)C2CCCN(Cc3ccc(C#CCCO)cc3)C2)cc1F (centres undefined)	-4.8	14.8	5.1	-7.5	0.0	-1.0	-1.7	-9.2
O=C(COC(=O)c1cc(C(F)(F)F)cc(C(F)(F)F)c1)NCc1ccc(Cl)cc1	0.6	-4.8	-5.5	-1.4	-13.5	-3.8	0.4	0.3
COc1ccc(Br)cc1C(=O)NC(=S)Nc1c(C)n(C)n(-c2ccccc2)c1=O	0.6	21.2	-11.6	-6.5	-0.2	7.9	-9.7	5.6
COc1cccc(/C=C2\CCc3ccccc3C2=O)c1	0.0	-13.1	-63.0	-3.1	22.2*	27.8	2.5	8.4
COc1c(F)c(F)c(C(=O)Nc2ccc(-c3nc4ccccc4[nH]3)cc2)c(F)c1F	2.0	12.2	-8.4	-6.5	13.4*	-0.9	-3.1	-17.9
COc1ccc(Nc2nc(CC(C)=O)ns2)cc1	0.0	-18.8	-2.7	-1.2	-1.0	-17.7	-0.9	1.0
COc1ccc(C(=O)NCC(=O)Nc2cccc(S(=O)(=O)N3CCCC3)c2)cc1	1.5	0.3	-3.9	-7.3	-0.9	9.3	-1.7	-2.3
CC1CCN(C(=O)CSc2nnc(Cc3cccn3C)n2-c2ccc(F)cc2)CC1	-1.5	-1.3	-2.9	-1.5	0.7	4.0	0.0	-1.1
CC/C(=N/Nc1ccc(Cl)cc1)c1cnnc(SC)n1	15.7	7.9	-2.7	18.5	16.8*	4.3	-0.9	7.7
Cc1ccc(NC(=S)NC(=O)/C=C/c2ccco2)c(O)c1	-1.2	-5.6	1.3	1.3	-2.3	12.4	7.0	7.9
CCOC(=O)N1CCN(C(=O)c2ccc3c(=O)n(-c4ccccc4F)c(=S)[nH]c3c2)CC1	-1.1	32.9	2.2	-0.8	-2.2	16.1	2.2	-3.0
Cc1ccc(NC(=O)/C(Cl)=C\c2ccccc2)cc1	3.0	-120.2	9.5	-7.6	-15.9	6.3	1.1	-7.9
Cc1cccc(C)c1OCc1n[nH]c(=S)n1N	0.3	-3.7	-5.7	40.3*	0.3	4.0	3.2	14.5
O=C(CNc1cccc([N+](=O)[O-])c1)NC(=O)NC1CCCCC1	0.8	1.2	7.8	-4.2	-1.1	14.4	-2.9	7.9
CC(=O)C(C)Oc1ccc2c3c(c(=O)oc2c1C)CCCC3 (centres undefined)	1.6	-40.4	13.1	-1.0	-0.2	2.5	-0.5	-6.1
Cc1ccc(C)c2sc(NC(=O)c3ccc(N4CCCCC4)c([N+](=O)[O-])c3)nc12	5.9	9.8	31.3	-4.6	-7.9	30.5	0.8	20.3
COCCCNc1nc2nonc2nc1NCCSC	4.7	2.1	-7.7	-2.1	-0.8	7.1	3.9	0.0
Cn1c(/C=C/c2ccc([N+](=O)[O-])o2)nc2ccccc2c1=O	-3.4	82.1*	7.3	0.5	4.5	14.3	2.9	10.8
Cc1oc(-c2ccc(Cl)cc2)nc1CN1CCCC(C(=O)N2CCN(C(=O)c3ccco3)CC2)C1 (centres undefined)	-2.9	-1.7	7.6	-5.4	-0.6	7.9	0.2	-5.4
COc1ccc(C(=O)NCCc2nnc(SCc3nc4ccccc4c(=O)[nH]3)n2C)cc1	-0.8	12.7	-2.2	-4.3	-0.1	-20.8	12.5	6.4
Cc1cc(C(=O)CN2C(=O)C(=O)N(C3CCCC3)C2=O)c(C)n1-c1ccc(F)cc1	-0.8	-24.1	-17.2	-3.2	-2.3	-1.5	-3.5	-2.1
CC(=O)Nc1ccc(S(=O)(=O)N2CCN(c3ccc(C)c(Cl)c3)CC2)cc1	0.3	4.0	9.3	-7.0	-4.0	-6.4	-1.1	-2.8
COc1ccccc1CNC(c1ccccc1)c1ccccc1	0.2	12.7	18.0	0.3	0.3	24.2	2.0	0.4
C/C(CC(=O)N1CCCC1)=N\NC(=O)c1cc2ccccc2cc1O	2.3	1.3	-13.5	-5.8	-2.1	-13.8	3.6	-11.0
CC1CCN(C(=S)c2ccc(N(C)C)cc2)CC1	-2.3	-17.5	5.3	-6.5	-1.0	17.1	-3.7	4.3
CS(=O)(=O)NC1c2cccc3cccc(c23)C1Sc1nncn1/N=C/c1ccco1 (centres undefined)	-0.3	-20.7	1.9	1.3	20.1*	-5.0	1.1	-10.1
CCS(=O)(=O)Nc1c(C(=O)O)[nH]c2ccccc12	-0.3	25.5	4.5	-1.1	0.3	-4.3	-0.1	-5.7
Cc1ccc(/C(O)=C2\C(=O)C(=O)N(C)C2c2ccccc2[N+](=O)[O-])cc1 (centres undefined)	1.2	-67.9	5.5	-1.5	-0.2	-12.7	-5.9	-0.2
Cc1cc(Cl)ccc1NC(=S)N1CCN(Cc2ccccc2)CC1	1.0	-1.3	-10.5	-7.8	-1.0	7.9	2.4	-21.0
CCN(CC)C(=O)c1sc(NC(=O)c2cc(-c3ccc(C)s3)nc3ccccc23)c(C(=O)OC)c1C	-5.6	-6.2	10.0	-6.9	0.8	23.8	-0.7	16.6
Cc1ccc(C(=O)OCC(=O)NC(C)c2ccccc2)s1 (centres undefined)	-0.4	8.3	12.1	-0.6	-1.0	7.0	0.0	2.9
COc1cc(/C=N/NC(N)=S)ccc1OC(=O)c1ccc(C)cc1	-0.2	9.8	15.8	-4.1	25.9*	5.4	-3.3	-0.5
COc1ccc(C(=O)N(CCc2ccccc2)Cc2cccs2)c(OC)c1	0.7	-6.8	23.1	-6.1	3.6	28.8	-2.1	6.8
CC(C)C(C)NC(=O)CN1C(=O)NC(C)(c2ccc3ccccc3c2)C1=O (centres undefined)	1.0	2.8	-2.9	-5.8	3.3	6.6	-3.2	5.9
COC(=O)C(NC(C)=O)(Nc1ccc(Br)cn1)C(F)(F)F (centres undefined)	-0.3	18.0	2.0	-5.3	-0.4	17.3	0.3	-2.3
O=C1CSC(c2cccc([N+](=O)[O-])c2)N1C1CC2CCC1C2 (centres undefined)	2.8	-4.7	-2.5	-12.3	0.9	1.6	-3.8	3.8

For reference, 8 of the compounds above:
SMILES	MPTP inh	Gli-Sufu antag	EBI2 antag	A3G deaminase	GRIN3A LBD mod	CCR6 antagonist	APOBEC3A inh	CXCR6 block
CC(=O)Nc1ccc(S(=O)(=O)N2CCN(c3ccc(C)c(Cl)c3)CC2)cc1	0.3	4.0	9.3	-7.0	-4.0	-6.4	-1.1	-2.8
COc1ccccc1CNC(c1ccccc1)c1ccccc1	0.2	12.7	18.0	0.3	0.3	24.2	2.0	0.4
C/C(CC(=O)N1CCCC1)=N\NC(=O)c1cc2ccccc2cc1O	2.3	1.3	-13.5	-5.8	-2.1	-13.8	3.6	-11.0
CC1CCN(C(=S)c2ccc(N(C)C)cc2)CC1	-2.3	-17.5	5.3	-6.5	-1.0	17.1	-3.7	4.3
CS(=O)(=O)NC1c2cccc3cccc(c23)C1Sc1nncn1/N=C/c1ccco1 (centres undefined)	-0.3	-20.7	1.9	1.3	20.1*	-5.0	1.1	-10.1
CCS(=O)(=O)Nc1c(C(=O)O)[nH]c2ccccc12	-0.3	25.5	4.5	-1.1	0.3	-4.3	-0.1	-5.7
Cc1ccc(/C(O)=C2\C(=O)C(=O)N(C)C2c2ccccc2[N+](=O)[O-])cc1 (centres undefined)	1.2	-67.9	5.5	-1.5	-0.2	-12.7	-5.9	-0.2
Cc1cc(Cl)ccc1NC(=S)N1CCN(Cc2ccccc2)CC1	1.0	-1.3	-10.5	-7.8	-1.0	7.9	2.4	-21.0

Remaining list, next part:
SMILES	MPTP inh	Gli-Sufu antag	EBI2 antag	A3G deaminase	GRIN3A LBD mod	CCR6 antagonist	APOBEC3A inh	CXCR6 block
O=C(Nc1ccc(Nc2ccccc2)cc1)c1ccc(F)cc1	0.1	-36.0	10.8	-6.5	14.7*	5.3	-3.5	-15.2
COc1ccc(CNC(=O)CN(C(=O)CCC(=O)Nc2ccccn2)c2ccc(C)cc2)cc1	-1.4	11.6	10.2	-10.8	-0.2	-3.4	-3.4	1.4
CC(C)n1ncc2c(C(=O)NCc3cccnc3)cc(C3CC3)nc21	-2.1	-4.7	-0.1	-6.6	-0.5	0.8	-2.4	0.3
CC1CCN(C2(O)C(=O)Nc3ccc([N+](=O)[O-])cc32)CC1 (centres undefined)	1.1	-5.5	11.7	-4.9	0.4	14.1	-4.4	2.5
CCOC(=O)C1CCCN(C(=O)c2cc3c(C)nc4ccccc4c3o2)C1 (centres undefined)	-0.4	3.1	8.1	-6.4	-3.3	-5.6	0.1	-4.7
CC(C)N1CCN(Cc2ccc3nsnc3c2)CC1CCO (centres undefined)	0.7	-0.4	-5.8	-5.0	-0.8	6.2	1.6	3.8
CC(C)c1nnc(NC(=O)CCC(=O)N2CCN(Cc3ccccc3)CC2)s1	-0.8	-1.5	-0.5	2.3	-1.6	3.7	2.1	6.1
OCn1c2ccccc2c2ccccc21	-0.3	39.1	0.7	-3.9	-410.9	1.9	-5.0	-0.3
Cn1c([N+](=O)[O-])cnc1COC(N)=O	-4.2	0.6	6.3	-10.1	1.9	-19.9	-1.9	-8.4
CC1CC2(C)CC(C)C1(COC(=O)Nc1ccccc1)CO2 (centres undefined)	-1.2	-6.2	-1.2	-8.3	6.7	15.7	-1.3	-6.5
CC1CCCCN1C(=O)CCn1c(=O)oc2ccccc21 (centres undefined)	0.0	-5.7	-7.6	-9.1	2.4	6.4	-6.3	-0.8
COc1nc(-c2ccncc2)nc2ccccc12	-1.0	0.4	-6.5	-1.7	-0.6	0.4	-0.7	8.6
Cn1cnnc1-c1cccc(NS(=O)(=O)c2ccc(N3CCCC3=O)cc2)c1	0.7	-2.5	1.8	2.2	-1.3	1.8	2.6	-13.1
COc1cc(/C=C2/C(=N)N3N=C(C(C)C)SC3=NC2=O)ccc1OS(=O)(=O)c1ccccc1	1.4	-10.7	-27.6	10.5	-14.2	-4.8	-5.7	4.9
COc1ccc2c(c1)CC(C1(O)C(=O)N(C)c3ccccc31)C2=O (centres undefined)	-1.5	3.3	-0.8	-6.3	-0.1	6.1	-2.5	-5.8
CC(=O)Nc1ccc(NS(=O)(=O)c2ccc3[nH]c(=O)[nH]c3c2)cc1	-1.7	-3.3	-8.8	-5.6	0.0	3.4	-3.5	-0.8
CS/C(=C\[N+](=O)[O-])Nc1ccc(OC(F)(F)F)cc1	2.0	-16.9	-0.9	-5.7	-1.6	10.3	-2.4	3.2
